Bioassay records as filed in PubChem BioAssay.
STK33 inh = inhibitors of human STK33 kinase; inhibition, % at 10 µM; Q9BYT3; 320,000 tested, 0.073% active; purified STK33, MBP phosphorylation, ADP-Glo luminescence;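 active means inhibition at or above 25%, using the most active replicate where run in duplicate; inactive means inhibition below 25%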
Target sequence (Q9BYT3 whole entry, looked up): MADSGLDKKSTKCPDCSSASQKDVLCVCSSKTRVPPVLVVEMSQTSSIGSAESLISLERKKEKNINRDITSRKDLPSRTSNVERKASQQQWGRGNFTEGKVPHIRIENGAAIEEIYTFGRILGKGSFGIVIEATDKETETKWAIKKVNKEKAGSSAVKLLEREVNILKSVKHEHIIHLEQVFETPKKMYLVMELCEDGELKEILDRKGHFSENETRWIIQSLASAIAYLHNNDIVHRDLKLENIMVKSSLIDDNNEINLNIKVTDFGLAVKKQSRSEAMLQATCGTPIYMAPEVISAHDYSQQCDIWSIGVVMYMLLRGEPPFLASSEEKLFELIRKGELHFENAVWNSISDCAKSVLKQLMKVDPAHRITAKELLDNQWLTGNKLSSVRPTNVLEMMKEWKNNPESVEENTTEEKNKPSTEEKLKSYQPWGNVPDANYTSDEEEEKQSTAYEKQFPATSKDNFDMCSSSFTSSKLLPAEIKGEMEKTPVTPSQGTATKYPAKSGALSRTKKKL
KCNQ2 block = KCNQ2 channel blockers in CHO-K1 cells – cell-based, FluxOR thallium flux, B-score, primary screen (AID 2156). O88943. 20 min; active compounds read low. B-score at 10 µM. 310,000 tested, 1.1% active;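 active means fluorescence ratio B-score at most minus 3 library SDs, with starting brightness B-score within 2 library SDs, cut at about -5.5 in these data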
Kir21 block = Kir2.1 (mouse) channel inhibition | P35561 | HEK293-Kir2.1, FluxOR thallium flux fluorescence; active compounds read low | B-score at 10 µM | 310,000 tested, 0.85% active | AID 1672;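 active means fluorescence ratio B-score at or below minus 3 SD of library scores, with starting-brightness B-score within 2 SD, cut at about -4.2 in these data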;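 further: channel flux triggered by added potassium and thallium sulfate stimulus; B-score of peak minus minimum fluorescence over baseline after thallium stimulus; more negative B-score means stronger Kir2.1 block with less thallium influx; some compounds called inactive have numbers as strong as hits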
Target sequence (P35561 whole entry, looked up): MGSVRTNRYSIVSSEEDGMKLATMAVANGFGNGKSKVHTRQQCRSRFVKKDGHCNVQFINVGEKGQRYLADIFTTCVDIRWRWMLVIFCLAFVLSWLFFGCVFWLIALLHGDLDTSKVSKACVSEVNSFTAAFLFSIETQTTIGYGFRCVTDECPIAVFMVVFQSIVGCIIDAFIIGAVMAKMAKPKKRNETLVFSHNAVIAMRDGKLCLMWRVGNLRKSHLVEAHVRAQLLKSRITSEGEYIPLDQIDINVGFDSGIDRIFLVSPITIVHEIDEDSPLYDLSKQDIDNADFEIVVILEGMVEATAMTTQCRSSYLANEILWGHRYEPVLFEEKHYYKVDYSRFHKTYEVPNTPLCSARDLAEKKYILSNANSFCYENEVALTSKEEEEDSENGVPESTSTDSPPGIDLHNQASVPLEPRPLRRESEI
* = called active by the depositor; i = inactive; / = not tested or not shown. A portion of the library; the hit share may differ from the screen's.

Every second line gives: STK33 inh	KCNQ2 block	Kir21 block
Cc1ncc(CN2CCCC(C(=O)c3cccc(OC(C)C)c3)C2)s1 (configuration not stated)
  -1.2	i	-0.86
CCOc1cc2c(cc1OCC)-n1cccc1C(c1ccc(C(C)C)cc1)NC2 (configuration not stated)
  0.8	i	-2.7
CN(c1ccccc1)c1ccc([N+](=O)[O-])c2nonc12
  0.2	i	-1.9
O=C(c1cn(Cc2ccccc2F)c2ncccc12)C(F)(F)F
  -1.6	i	0.83
CC1=CC(=O)C2=C(C)CC(O)C3C(C)C(=O)OC3C12 (configuration not stated)
  0.0	i	0.83
O=C(COc1ccc(Cl)cc1)N(c1ccccc1Cl)C1CN2CCC1CC2 (configuration not stated)
  -0.8	i	-1.3
Cc1nn(Cc2ccccc2Cl)c(Cl)c1C(=O)OCC(=O)NC(=O)NC1CCCCC1
  -2.1	i	0.91
Cc1cccnc1-n1c(CN2C(=O)c3ccccc3C2=O)nc2ccccc2c1=O
  -0.4	i	-0.42
O=C(c1cc(C(=O)NCc2ccccc2)c(=O)n(Cc2ccccc2)c1)c1cc(Br)ccc1O
  -1.8	-8.2*	1.5
CC(C)=CCc1c(O)cc2c(c1O)C(=O)CC(c1ccc(O)cc1)O2 (configuration not stated)
  1.7	i	0.33

Four of the compounds above, with each value named.
canonical_smiles: CN(c1ccccc1)c1ccc([N+](=O)[O-])c2nonc12
  STK33 inh: 0.2
  KCNQ2 block: i
  Kir21 block: -1.9
canonical_smiles: CC1=CC(=O)C2=C(C)CC(O)C3C(C)C(=O)OC3C12 (configuration not stated)
  STK33 inh: 0.0
  KCNQ2 block: i
  Kir21 block: 0.83
canonical_smiles: Cc1nn(Cc2ccccc2Cl)c(Cl)c1C(=O)OCC(=O)NC(=O)NC1CCCCC1
  STK33 inh: -2.1
  KCNQ2 block: i
  Kir21 block: 0.91
canonical_smiles: O=C(c1cn(Cc2ccccc2F)c2ncccc12)C(F)(F)F
  STK33 inh: -1.6
  KCNQ2 block: i
  Kir21 block: 0.83

(list continues)
Every second line gives: STK33 inh	KCNQ2 block	Kir21 block
C=CCn1cc(C=C2C(=O)N(C)C(=O)N(C)C2=O)c2ccccc21
  -1.3	i	-0.33
O=C1C2CCCN2C(c2cccnc2)N1c1cccc(Cl)c1 (configuration not stated)
  -3.2	i	-0.08
NC(=S)N/N=C/c1coc2ccccc2c1=O
  0.4	i	-0.31
CC(Cc1ccccc1)NC(=O)C(c1ccc(N)cc1)c1ccc(N)cc1 (configuration not stated)
  -4.8	i	0.06
CC[N+]12CCC(CC1)C(=C(c1ccccc1)c1ccccc1)C2
  -0.6	i	-1.3
CC1CN(c2ccc([N+](=O)[O-])cc2Cl)CCN1 (configuration not stated)
  -0.6	i	0.06
O=c1c2ccccc2nc(/C=C\c2ccccc2[N+](=O)[O-])n1-c1ccccc1O
  -1.3	i	0.64
CN(C)C(=O)Oc1ccc(OC(=O)N(C)C)cc1
  -0.7	i	-0.02
CSc1nc(N)c(N=Nc2ccc([As](=O)(O)O)cc2)c(=O)[nH]1
  4.7	i	0.03
COc1cccc(OC)c1C1=NCC(=O)Nc2c1oc1ccc(Br)cc21
  -0.6	i	1.5

Every second line gives: STK33 inh	KCNQ2 block	Kir21 block
Cc1ccc(S(=O)(=O)CC(=O)c2cc(C)c(OC(=O)N(C)C)c(C)c2)cc1
  -1.1	i	3.8
CC(C)Cc1nc(N2CCNCC2)c(C#N)c2c1CCC2
  1.0	i	-2.4
CCCCn1c(O)c(C(CC)=Nc2ccc(OCC)cc2)c(=O)[nH]c1=O
  0.8	i	1.1
CN1CC(C(=O)c2ccc(F)cc2)C(c2ccc(F)cc2)C1 (configuration not stated)
  0.4	i	-1.9
O=C1CC(=O)N(c2cccc(F)c2)C(=O)N1
  -1.1	i	-0.67
CCCCn1nc(C)c(C(=O)O)c1Cl
  -1.1	i	-0.19
CCOP(=O)(C#CC(C)(C)C)C(O)(c1ccccc1)C(F)(F)F (configuration not stated)
  -2.3	i	-4.3*
CN1CCN(S(=O)(=O)c2ccc(Cl)nc2)CC1
  -0.3	i	0.4
COC(=O)C1CN(C#N)N(c2ccc(Cl)cc2)C12c1ccccc1-c1ccccc12 (configuration not stated)
  -1.2	i	1.5
CC1CCC/C=C/C2CC(O)CC2C(O)/C=C/C(=O)O1 (configuration not stated)
  -0.4	i	-1.5

Every second line gives: STK33 inh	KCNQ2 block	Kir21 block
CN(C)C(=O)Oc1ccc2c(=O)c(Oc3ccccc3Br)coc2c1
  -0.7	i	-1
CCC(=NCc1cccnc1)c1c(O)n(-c2ccc(C)cc2)c(=O)[nH]c1=O
  -0.1	i	-0.31
COc1ccc(C)cc1NC1=NC(C)(C)CS1
  /	i	-0.88
CS(=O)(=O)c1ccc(C(=O)N2CCC(C(=O)O)(c3ccccc3)CC2)cc1
  -0.1	i	1.9
Cc1cccc(NC(=O)CSc2nnc([C@@H](N)Cc3c[nH]c4ccccc34)o2)c1C
  -0.4	i	-0.87
CC(=O)Nc1ccccc1OC(=O)N(C)C
  0.2	i	-1.2
N/C(=N\[N+](=O)[O-])N/N=C/c1ccc(O)cc1
  0.1	i	-0.82
CSc1ncc(Cl)c(C(=O)O)n1 (tested in a mixture with another compound)
  0.7	i	2.1
Nc1ccccc1N=Cc1c(O)n(CCC2=CCCCC2)c(=O)[nH]c1=O
  0.1	i	-0.05
CS(=O)(=O)Nc1ccc(Cc2noc(-c3ccc4[nH]cc(CCN)c4c3)n2)cc1
  0.2	i	1

Compound	STK33 inh	KCNQ2 block	Kir21 block
CC(C(N)=O)N1CC(c2ccc(Cl)cc2)CC1=O (configuration not stated)	0.6	i	0
CCC(C)(C)n1nnnc1CN1CCC(n2c(C)nc3cc(C(F)(F)F)ccc32)CC1	-1.5	i	-1.3
Cc1ccc(-c2nc(N3CCOCC3)s[n+]2-c2ccccc2)cc1	-0.5	i	0.01
CCOC(=O)C(O)(c1ccc(N(C)C(=O)COc2ccccc2)cc1)C(F)(F)F (configuration not stated)	-0.6	i	0.25
O=C(Cc1ccccc1)NC(Oc1ccccc1Cl)C(Cl)(Cl)Cl (configuration not stated)	-2.1	i	0.4
COc1ccc(Cn2c(O)c(/C=N/NC(=O)c3ccncc3)c(=O)[nH]c2=O)cc1	-0.3	i	0.07
O=C(CCn1c(=O)oc2ccccc21)N1CCC2(CC1)OCCO2	-1.6	i	0.36
Cc1cccc(NP(=O)(Oc2ccccc2)Oc2ccccc2)c1C	-0.4	i	-2.2
O=C1Nc2ccccc2Sc2ccccc21	-1.6	i	0.47
CCCC1(CCC)C(=O)NC(=NCc2ccccc2)NC1=O	-0.2	-10*	-1.5
CN1C(=O)C(O)N=C(c2ccccc2)c2ccccc21 (configuration not stated)	-1.7	i	-1.1
CCOC(=O)C1(Cc2ccc(Cl)cc2)CCN(C(C)CCn2cccn2)CC1 (configuration not stated)	1.3	i	-2.2

Compound	STK33 inh	KCNQ2 block	Kir21 block
O=c1c2ccccc2nc(Cc2ccccc2)n1-c1ccc(O)cc1	-1.2	i	-1.1
CCOc1c(Cl)cc(CNC(C)C(O)c2ccccc2)cc1OC (configuration not stated)	-0.6	i	0.05
CC12CN3CC(c4ccccc4)(CN(C1)C31CCCCC1)C2=O	-0.3	i	-0.15
FC(F)(F)/C(=N\P(=S)(N1CCOCC1)N1CCOCC1)N1CCOCC1	-0.5	i	-0.03
CN1C(=O)C(=Cc2ccc(SC3CCCCC3)o2)C(=O)N(C)C1=O	-0.7	i	2.4
O=C(N/N=C/c1c(O)n(Cc2ccc(F)cc2)c(=O)[nH]c1=O)c1ccccc1O	-0.3	i	0.01
C=C1[C@@H](OC(C)=O)[C@]23C[C@@H]1[C@@H](OC(C)=O)CC2[C@]12C4C[C@H]3[C@H]1N(CC)C[C@]4(C)CC[C@@H]2O (some centres not stated)	0.2	i	0.81
CC1=NN(c2ccccc2)C(=O)C1/C=C1/C(=O)NC(=O)N(c2cc(C)cc(C)c2)C1=O (configuration not stated)	-0.1	i	-0.05
CC(NS(C)(=O)=O)c1nnc2n1-c1ccc(Br)cc1C(c1ccccc1Cl)=NC2 (configuration not stated)	-1.1	i	-0.43
CN(C)C(=O)Oc1cccc(OCc2n(C)c3ccccc3[n+]2C)c1	-0.2	i	0.62
CN1CCC(OC(=O)Cc2ccccc2)CC1	-1.5	i	-1.4
O=C(COC(=O)Cc1ccccc1)NCCNC(=O)COC(=O)Cc1ccccc1	/	i	0.95

Compound	STK33 inh	KCNQ2 block	Kir21 block
CNC(=O)Oc1ccc(C(=O)N2c3ccccc3NC(=O)C2C)cc1 (configuration not stated)	-2.6	i	-1.4
CC(Cc1cnccn1)NCc1c(C(=O)N2CCCCCCC2)nc2ccc(Cl)cn12 (configuration not stated)	-2.1	i	1.3
Cc1cccc(OP(=O)(NCc2ccccc2)Oc2cccc(C)c2)c1	-2.4	i	1.4
O=C(NC1CC1)C1CSC(c2cccnc2)=N1 (configuration not stated)	-0.4	i	0.27
C[C@@H]1C[C@H]2OC(=O)C3(CO3)[C@H]2[C@H](O)[C@]2(C)C(=O)C3OC3[C@@H]12 (some centres not stated)	-2.0	i	-0.07
COc1cccc(NC2=NCCCS2)c1	-0.3	i	0.08
O=C(NC1CC2CCCC(C1)N2)c1ccccc1 (configuration not stated)	-2.3	i	0.01
OC(c1ccccc1)(c1ccc(Cl)cc1)C1CN2CCC1CC2 (configuration not stated)	-2.2	i	0
Cc1nn(Cc2ccccc2)c(Cl)c1C(=O)OCC(=O)Nc1cccc2ccccc12	-3.1	i	0.25
CN1C(=O)C(=Cc2ccc(Sc3ccccc3)o2)C(=O)N(C)C1=S	-2.3	i	2.4
O=C(c1cc2cc(F)ccc2[nH]1)N1CCC2(CC1)OCCO2	-1.6	i	1
CCOc1ccc(Cl)cc1CNCCc1ccc(F)cc1	-0.9	i	-6.4*

Compound	STK33 inh	KCNQ2 block	Kir21 block
O=c1[nH]c(O)c(C=NCCc2ccccc2)c(=O)[nH]1	0.4	i	-0.31
Cc1ccc(N2C(=O)/C(=C/c3ccc(CN(CCC#N)S(C)(=O)=O)o3)C(=O)NC2=S)cc1	0.5	i	1
COc1ccc(-c2nn(CCC#N)cc2C(=O)NCc2ccccc2)cc1OC	-1.9	i	0.03
CN1CCN2c3ccc(N)cc3CC3(C(=O)NC(=O)NC3=O)C2C1 (configuration not stated)	/	i	-1.7
O=c1c2ccccc2nc(/C=C/c2ccc(F)cc2)n1-c1ccccn1	-0.2	i	-0.17
CCn1c(O)c(C=Nc2ccc(S(N)(=O)=O)cc2)c(=O)[nH]c1=S	-1.2	i	-0.25
COc1ccc(C(=O)C23CN4CN(CN(C4)C2)C3)cc1	-1.0	i	0.5
Cn1cc(C(=O)NP(=O)(N2CCOCC2)N2CCOCC2)c2ccccc21	-0.1	i	0.58
COc1ccc(-n2c(O)c(C=Nc3c(C)n(C)n(-c4ccccc4)c3=O)c(=O)[nH]c2=O)cc1	-0.2	i	-0.41
Fc1ccc(CNCCc2ccc3c(c2)OCO3)cc1	-2.1	i	1.3
CN1CCN(C(=O)Cc2nc3ccccc3[nH]2)CC1	0.2	i	-0.91
CC/C(=N\NC(=O)Nc1ccccc1)c1c(O)n(Cc2ccccc2)c(=O)[nH]c1=O	-0.9	i	0.04

Compound	STK33 inh	KCNQ2 block	Kir21 block
CCCOc1ccc(N2C(=O)CC(N3CC=C(c4ccccc4)CC3)C2=O)cc1 (configuration not stated)	0.2	i	0.97
C[n+]1c2ccccc2nc2ccc(NCCO)cc21	4.4	i	-0.46
O=C(CCN1CCCCC1)Nc1ccc(Cl)cc1C(=O)c1ccccc1	1.9	-5.6*	-0.95
CCC(=NCc1cc(OC)cc(OC)c1)c1c(O)n(C)c(=O)n(C)c1=O	0.5	i	1.8
C=CCN1C(=O)NC(=O)/C(=C/c2cc3c4c(c2)CCCN4CCC3)C1=O	2.2	i	-2.6
O=C(C1CC(=O)N(C2CCCCC2)C1)N1CCC2(CC1)OCCO2 (configuration not stated)	-3.5	i	-0.05
CCCCP(=O)(O)c1ccccc1	0.1	i	2.2
CC1(C)CC(CCNCc2ccc3c(c2)OCO3)(Cc2ccccc2)CCO1 (configuration not stated)	-1.9	i	-2.8
Cc1ccc(N2C(=O)NC(=O)/C(=C\c3cc(C)n(-c4cc(C(=O)O)cc(C(=O)O)c4)c3C)C2=O)cc1	-2.7	i	0.83
Cc1cc(C)[n+](CCCC[n+]2c(C)cc(C)cc2C)c(C)c1	-0.2	i	0.02
CCC(C)n1c(O)c(/C=N/Nc2ccccc2)c(=O)[nH]c1=S (configuration not stated)	-1.1	i	-0.04
CCOC(=O)c1c(/N=C/C2C(=O)NC(=S)NC2=O)sc2c1CCC2	0.7	i	0.16

Single records, as listed above. Values in the order: STK33 inh	KCNQ2 block	Kir21 block
Shown for Cc1cc(C)[n+](CCCC[n+]2c(C)cc(C)cc2C)c(C)c1 : -0.2	i	0.02
Shown for O=C(C1CC(=O)N(C2CCCCC2)C1)N1CCC2(CC1)OCCO2 (configuration not stated) : -3.5	i	-0.05

Additional records follow.
Compound	STK33 inh	KCNQ2 block	Kir21 block
CC(C)c1ccc(N=Cc2c(O)n(C3CC3)c(=S)[nH]c2=O)cc1	-1.3	i	-0.33
CN1CCC(N(C)c2nc(-c3ccccc3)nc3ccccc23)CC1	-0.2	i	-0.98
CC(C)n1cc(C(=O)N(CC(=O)NC2CCCC2)Cc2ccccc2)cn1	-1.6	i	1.4
O=C(Cc1ccccc1)OCn1nnc2ccccc2c1=O	-0.9	i	1.7
